Bioassay records deposited in PubChem by National Center for Advancing Translational Sciences (NCATS).
CCT chaperon mod = cytosolic chaperonin activity modulation | 360,000 compounds, 0.3% hits | activity change, % (concentration not given with the values), hits read low | purified chaperonin ATPase assay, HTRF ADP detection, 30 min; in the data active means activity change below about -30%; further: on the % scale 0 is the no-effect control and ±100 the full control effect
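Enzyme 40 or 20 nM (batch-dependent) in Tris pH 7.4/KCl/MgCl2/DTT; cpd 76 uM single point; ATP 10 uM; 30 min 37 °C; Transcreener ADP HTRF detection, 30 min RT; ratio 665/615.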
PLK1 PBD block = PLK1 (human) polo-box domain binding inhibition; P53350; Plk1 PBD binding of FITC phosphopeptide, fluorescence polarization; Potency, µM, for the others: max response, negative = inhibition, usual class: inhibitors; 360,000 compounds, 2.8% hits; AID 720504; further: potency means the concentration at half of the fitted maximal effect; series mostly up to about 57 µM; on the % scale 0 is the no-effect control and ±100 the full control effect; nearly all actives have a fitted effect of over 65% in size
Mm-Cpn inhibitor = inhibitors of Methanococcus maripaludis chaperonin (MmCpn) | Potency, µM (titrated, usually from 76.9 µM), inactives show top-dose activity, negative = inhibition, hits mostly inhibitors | AID 504842 | 330,000 compounds, 0.031% hits | purified Mm-Cpn ATPase, ADP Transcreener TR-FRET; further: potency means the concentration at half of the fitted maximal effect; on the % scale 0 is the no-effect control and ±100 the full control effect; nearly all actives have a fitted effect of over 80% in size
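Purified archaeal chaperonin (25 nM final) was preincubated with compound for 10 min at 37°C, then ATP (10 uM final) was added for 30 min at 37°C in Tris pH 7.4/KCl/MgCl2/DTT buffer. ADP was quantified by HTRF Transcreener TR-FRET.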
PI5P4Ka inh = PI5P4K alpha (human) kinase inhibition. P48426. PI5P4Kalpha enzyme, ADP-Glo luminescence, 60 min; active compounds read low. max response, %. 330,000 compounds, 1.2% hits. AID 652105; active means max response of -50% or lower; inconclusive means between -30% and -50%; inactive means -30% or higher; further: value at the top dose of about 77 µM; on the % scale 0 is the no-effect control and ±100 the full control effect
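Reactions run in 0.038 M HEPES pH 7.4, 0.28 mM EGTA, 0.1% CHAPS and 5% DMSO, with PI5P4Kalpha, substrate, compound and 5 microM ATP final, one hour at room temperature. Readout is ADP-Glo luminescence.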
EPAC1 antag = blocks human EPAC1 exchange factor; EPAC1 GEF assay, Rap1b-BODIPY-GDP exchange fluorescence; AID 720709; O95398; Potency, µM (highest dose often 115 µM), for inactives: at the top dose activity change, negative = inhibition, actives largely listed as inhibitors; 360,000 compounds, 0.14% hits;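 further: potency means the concentration at half of the fitted maximal effect; plate controls were vehicle for no effect and positive control for full effect; nearly all actives have a fitted effect of over 50% in size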
WRN inhibitor = inhibitors of human WRN helicase; Q14191; WRN helicase unwinding, fluorescent forked duplex, kinetic; Potency, µM (highest dose often 114 µM), without a hit: at the highest dose activity change, negative = inhibition, hits mostly inhibitors; 360,000 compounds, 0.46% hits; further: potency means the concentration at half of the fitted maximal effect; on the % scale 0 is the no-effect control and ±100 the full control effect; nearly all actives have a fitted effect of over 55% in size
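WRN at 20 nM final was preincubated with compound for 15 min at room temperature; reaction started with 100 nM forked duplex oligonucleotide carrying fluorophore and quencher plus 2 mM ATP (final). Unwinding followed kinetically by red fluorescence (ex 525/em 598 nm).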
EPAC1 agonist = activates human EPAC1 exchange factor. AID 720707. 360,000 compounds, 0.073% hits. Potency, µM (top dose mostly 154 µM), for inactives: at the top dose activation, usual class: activators. EPAC1 agonist qHTS, biochemical assay; response scale: 100% = response to 6.5 mM cAMP. O95398; further: potency means the concentration at half of the fitted maximal effect; nearly all actives have a fitted effect of over 60% in size
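Fluorescent GDP-exchange assay: 100 nM EPAC1 with 250 nM Rap1B preloaded with BODIPY-GDP and 50 uM GDP; compounds tested as concentration series, 5 min at room temperature, then read every 5 min for 30 min (ex 480/em 540 nm); normalized to 6.5 mM cAMP.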
EPAC2 antagonist = EPAC2 (human) antagonism; Q8WZA2; EPAC2 GEF exchange of Rap1B-BODIPY-GDP, fluorescence; Potency, µM (doses to about 114 µM), for inactives: at the top dose activity, negative = inhibition, usual class: inhibitors; 360,000 compounds, 0.18% hits; AID 720708; further: potency means the concentration at half of the fitted maximal effect; on the % scale 0 is the no-effect control and ±100 the full control effect; nearly all actives have a fitted effect of over 45% in size; many of its hits are not listed in these tables
Target sequence (Q8WZA2 whole entry, looked up): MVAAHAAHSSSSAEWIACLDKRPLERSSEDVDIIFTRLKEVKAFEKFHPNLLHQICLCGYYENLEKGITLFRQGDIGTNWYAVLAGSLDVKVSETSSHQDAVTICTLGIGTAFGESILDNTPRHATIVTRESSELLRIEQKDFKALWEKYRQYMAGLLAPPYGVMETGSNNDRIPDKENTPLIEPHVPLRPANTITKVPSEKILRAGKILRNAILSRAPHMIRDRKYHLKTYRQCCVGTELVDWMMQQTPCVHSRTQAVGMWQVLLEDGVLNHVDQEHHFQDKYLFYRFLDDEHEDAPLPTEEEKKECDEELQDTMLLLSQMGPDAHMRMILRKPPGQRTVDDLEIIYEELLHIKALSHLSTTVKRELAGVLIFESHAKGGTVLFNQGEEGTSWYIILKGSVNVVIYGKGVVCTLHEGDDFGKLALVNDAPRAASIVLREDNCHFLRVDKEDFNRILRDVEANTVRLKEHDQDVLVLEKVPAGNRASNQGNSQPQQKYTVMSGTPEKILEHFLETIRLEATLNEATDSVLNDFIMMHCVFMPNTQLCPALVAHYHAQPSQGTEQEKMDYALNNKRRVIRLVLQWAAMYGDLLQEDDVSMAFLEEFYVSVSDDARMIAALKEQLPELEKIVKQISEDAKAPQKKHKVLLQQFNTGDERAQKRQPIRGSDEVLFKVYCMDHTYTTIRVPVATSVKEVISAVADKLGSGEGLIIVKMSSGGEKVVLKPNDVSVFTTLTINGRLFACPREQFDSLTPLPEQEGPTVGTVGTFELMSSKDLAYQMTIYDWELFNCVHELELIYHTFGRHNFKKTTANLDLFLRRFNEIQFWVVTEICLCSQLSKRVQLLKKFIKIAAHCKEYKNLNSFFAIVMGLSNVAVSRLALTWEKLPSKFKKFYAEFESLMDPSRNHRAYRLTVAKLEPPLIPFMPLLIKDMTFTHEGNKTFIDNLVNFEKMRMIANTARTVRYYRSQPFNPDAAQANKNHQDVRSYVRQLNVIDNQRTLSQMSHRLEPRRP
* marks the source's active call; other numbers are inactive results; ? = inconclusive; nt = no result given. Unless noted, the call rests on the fitted dose curve; in most records, active means well fitted curve in the direction sought with a large enough effect; inconclusive means small, poorly fitted or top-dose-only effect, or another doubt; inactive means no such curve, though single readings can be large; an effect the other way counts as inactive or inconclusive. These rows are one share of the data (hit frequency here may not be typical).

A first look, two compounds:
SMILES	CCT chaperon mod	PLK1 PBD block	Mm-Cpn inhibitor	PI5P4Ka inh	EPAC1 antag	WRN inhibitor	EPAC1 agonist	EPAC2 antagonist
OC(COCc1ccccc1F)CN1CCCCC1 (stereo not given)	-1.9	-17%	nt	2	10%	15%	5%	2%
O=C(N/N=C/c1ccncc1)c1nc(-c2ccccc2)n2c1CCCCC2	0.2	-4%	-1%	nt	9%	0%	2%	8%

All compounds of this part, previewed entries included:
SMILES	CCT chaperon mod	PLK1 PBD block	Mm-Cpn inhibitor	PI5P4Ka inh	EPAC1 antag	WRN inhibitor	EPAC1 agonist	EPAC2 antagonist
OC(COCc1ccccc1F)CN1CCCCC1 (stereo not given)	-1.9	-17%	nt	2	10%	15%	5%	2%
O=C(N/N=C/c1ccncc1)c1nc(-c2ccccc2)n2c1CCCCC2	0.2	-4%	-1%	nt	9%	0%	2%	8%
Cn1ccc2c(N3CCCCCC3)cc3c(c21)C1CCC3C1 (stereo not given)	0.3	2%	nt	8	-10%	-7%	-2%	-5%
CC(=O)OCc1c(C(F)(F)F)nn(C)c1Oc1cccc(C(F)(F)F)c1	-1.2	3%	0%	2	-3%	-5%	2%	-20%
CCCCC(=O)Nc1cccc(NC(=O)c2ccc(Br)o2)c1	-4.3	-14%	-1%	nt	-11%	-12%	8%	-10%
COC(C/C=C\[C@@H](O)[C@@H](C)OCc1ccccc1)OC	-2.3	-9%	nt	-1	-2%	4%	0%	-7%
COCCN(C(=O)c1sc2ccccc2c1Cl)c1c(N)n(CC(C)C)c(=O)[nH]c1=O	0.9	-6%	-12%	9	-5%	2%	11%	4%
COc1cc(NC(=O)OCc2ccccc2)c2ncccc2c1	-0.6	-5%	nt	21	-2%	-10%	6%	-12%
CC(=O)OC(C#CCN1CCOCC1)c1ccccc1 (stereo not given)	-1.9	-8%	nt	0	7%	5%	11%	-2%
CCOC(=O)C1=C(CS(=O)(=O)c2ccc(C)cc2)NC(=O)NC1c1cc(OC)c(O)c(OC)c1 (stereo not given)	-0.7	-2%	1%	-6	12%	2%	6%	2%
CC(Cc1cccs1)NC(=O)Nc1ccc(F)cc1 (stereo not given)	-1.7	-8%	1%	4	-17%	-27%	4%	-5%
CCOc1ccc(NC(=O)COc2ccc(C(=O)NCc3cccnc3)cc2OC)cc1	2.4	3%	-21%	-3	14%	2%	-1%	-9%
Cc1ccccc1CN1CCN(S(=O)(=O)c2cccc3nsnc23)CC1	-2.2	-12%	1%	-2	3%	-3%	9%	-28%
O=C(CN1CCOCC1)Nc1nc2ccc(Cl)cc2s1	-0.6	-6%	1%	-10	2%	15%	-10%	0%
CCC(/C=N/NC(=O)C1COc2ccccc2O1)CC (stereo not given)	-1.4	-3%	2%	0	-4%	-18%	7%	8%
CC(C)NS(=O)(=O)c1ccc(CCC(=O)NCc2ccco2)cc1	-10	-1%	1%	nt	4%	5%	-3%	7%
Cc1nnc(N/N=C/c2c(Cl)cccc2Cl)n1N	3.8	-4%	0%	-7	-4%	-12%	1%	21%
Cc1c(CCO)c(=O)n(-c2ccccc2)n1S(=O)(=O)c1ccc(Cl)cc1	-1.3	?	-3%	-4	4%	14%	7%	-4%
C/C=C/c1ccc(Oc2nnnn2-c2ccc(C(N)=O)cc2)c(OC)c1	-3.6	-7%	2%	-5	-14%	7%	4%	5%
CN(C)Cc1nc2ccccc2c(=O)n1Cc1nc(-c2cccc([N+](=O)[O-])c2)cs1	1.0	?	-9%	-2	-16%	-22%	7%	-5%
O=C(NCSc1ccncn1)c1ccccc1	-0.1	?	-2%	nt	15%	8%	-4%	10%
COc1ccccc1N1CCN(C(=O)c2sc3nc4n(c(=O)c3c2C)CCC4)CC1	-2.9	-15%	-4%	3	15%	9%	0%	-8%
Cc1ccc(C(CNS(=O)(=O)c2ccc(Cl)cc2)N2CCN(C)CC2)cc1 (stereo not given)	-3.9	-2%	1%	16	17%	-5%	1%	-4%
Cc1[nH]n(-c2ncc(-c3ccccc3)s2)c(=O)c1C(c1ccc(Br)cc1)C(C#N)C#N (stereo not given)	-2.0	2.7µM*	0%	-70*	16µM*	?	10%	-18%
Cc1ccccc1C1C(C#N)=C2N=C(N)c3ccccc3N2C2=C1C(=O)CCC2 (stereo not given)	-0.3	1%	0%	-4	-20%	-21%	-2%	-10%
O=C(CCS(=O)(=O)c1ccc(F)cc1)Nc1nccs1	0.1	-10%	nt	0	-3%	-2%	1%	-14%
CN(CCc1ccccc1)C(=O)c1ccc(NC(=O)Cc2cccc(NC(=O)C3CCN(C(=O)C4CC4)CC3)c2)cc1	0.9	-2%	nt	-7	-10%	-5%	-11%	1%
COc1ccc(OC)c(NP2(=O)OCC(C)([N+](=O)[O-])CO2)c1 (stereo not given)	1.2	2%	nt	-7	20%	7%	0%	12%
Cc1c(Br)c([N+](=O)[O-])nn1CC(=O)NC1CCCCCC1	-0.2	-2%	3%	4	8%	-7%	-4%	10%
O=C(CSc1nc(-c2ccco2)cc(C(F)(F)F)n1)Nc1cccnc1	1.2	0%	1%	nt	9%	4%	-5%	8%
CCN(CC)C(=O)Cn1cc(S(=O)(=O)CC(=O)NCc2ccc(C)cc2)c2ccccc21	-2.7	4%	nt	-5	-1%	6%	-17%	8%
Cc1ccc(S(=O)(=O)N2CCN(C(=O)CSc3nc4ccccc4c(=O)[nH]3)CC2)cc1	-0.2	0%	-19%	-12	5%	-9%	0%	2%
C=CCN1CCN(C(=O)CCc2ccccc2)CC1	-3.6	-5%	1%	-1	-4%	-23%	2%	15%
Cc1ccc(S(=O)(=O)NCCC(=O)N2CCCCCC2)cc1	0.7	3%	1%	0	6%	6%	2%	3%
CSc1nc(N)c2c3c(sc2n1)CN(C)CC3	0.1	-3%	1%	-1	3%	5%	-7%	3%
Cc1nn(-c2ccccc2)c(N)c1C(O)(C(F)(F)F)C(F)(F)F	-1.0	-8%	-1%	0	-2%	11%	-3%	-1%
COc1cccc(C(=O)c2c(C)c(CCC#N)n3ccccc23)c1	-6.2	-19%	0%	-1	-8%	-6%	5%	-4%
COc1ccc(NC(=O)CNS(=O)(=O)c2ccc(Cl)cc2)cc1	-1.1	?	2%	-4	2%	2%	-12%	2%
COc1ccc(NC(=O)CCN2CCCCC2)cc1	-1.0	-6%	1%	nt	18%	4%	5%	9%
COc1ccc(CN(C)CCCn2cnc3c(OCc4ccccc4)ncnc32)cc1	0.0	3%	nt	3	11%	-4%	-8%	6%
CCCCCc1c(-c2cccc(Cl)c2)ncn1CCc1ccccc1OC	2.0	0%	nt	17	-10%	1%	-4%	9%
CSc1ncccc1C(=O)N1CCN(S(=O)(=O)c2ccc3c(c2)OCCO3)CC1	1.9	1%	1%	5	2%	6%	4%	15%
COc1ccc(C2N(C(=O)N(C)C)CCN2S(=O)(=O)c2ccc(OC)cc2)cc1 (stereo not given)	-0.1	-2%	3%	-9	4%	-4%	8%	-22%
CC(C)NC(=O)c1sc(=S)n2c1[nH]c(=O)c1ccc(C(=O)NCCc3ccc(Cl)cc3)cc12	-3.3	27µM*	1%	-7	-6%	-3%	-2%	?
Oc1ccccc1-c1nc2cnccn2c1Nc1ccc2c(c1)OCCO2	-1.7	-12%	1%	nt	-4%	-18%	20%	-10%
CC1Cc2cc(-c3csc(N)n3)ccc2O1 (stereo not given)	-3.1	-16%	-2%	-3	-3%	5%	-2%	0%
S=c1[nH]nc(CSCc2ccc(Cl)cc2Cl)n1-c1ccccc1	0.6	-15%	2%	nt	-11%	-18%	19%	-17%
CCn1nccc1C(=O)Nc1cc(Cl)cc(Cl)c1	-2.8	3%	-1%	0	-17%	-2%	3%	-4%
CCOC(=O)c1nc(C)n(-c2cc(OC)c(Cl)cc2Cl)n1	-5.8	?	2%	-1	-10%	10%	-2%	9%
COC(=O)c1cccc(NC(=O)Cc2ccccc2[N+](=O)[O-])c1C	-2.2	1%	2%	-1	-5%	-13%	10%	3%
Continued:
SMILES	CCT chaperon mod	PLK1 PBD block	Mm-Cpn inhibitor	PI5P4Ka inh	EPAC1 antag	WRN inhibitor	EPAC1 agonist	EPAC2 antagonist
O=C(N/N=C/c1c[nH]c2ccccc12)c1ccccc1Cl	1.7	5%	-1%	-2	-29%	-17%	-1%	-7%
O=C(CCCl)Nc1nc2c(s1)CCc1ccccc1-2	0.9	-11%	-3%	3	3%	-3%	12%	-11%
c1ccc(-c2sc3ccccc3c2-c2ccc(OCCN3CCCCC3)cc2)cc1	-0.5	2%	-3%	0	0%	-2%	-12%	5%
Cc1ccc(C)c2[nH]c(=O)c(CCNC(=O)Cc3cccs3)cc12	2.0	0%	-2%	-3	-7%	-5%	6%	7%
S=c1[nH]nc(-c2ccccc2)n1/N=C/c1ccc(Cl)cc1	1.7	-23%	1%	-4	8%	-1%	2%	0%
C=CCc1ccc(OCCOCCOc2ccccc2[N+](=O)[O-])c(OC)c1	-1.1	-4%	-2%	4	0%	-10%	11%	-7%
CCN1/C(=C2/SC(=S)N(NC(C)=O)C2=O)Sc2ccc(OC)cc21	-1.8	-13%	-8%	0	-23%	-3%	1%	?
O=C(c1ccc(Cl)nc1)N1CCc2ccccc2C1	-2.8	-5%	0%	-1	-3%	-2%	-1%	0%
COc1ccc(/C=C2\SC(=O)N(CC(=O)Nc3cccc(C)c3)C2=O)cc1O	-0.4	-15%	1%	-3	-16%	-3%	-13%	-13%
COCCOc1ccc(C(F)(F)F)cc1NC(=O)COC(=O)c1ccc(N2CCCC2=O)cc1	-1.6	-4%	-1%	10	1%	-9%	5%	-1%
CN(C)c1cc(NC(=O)CN2CCCC2)c2ccccc2n1	2.0	4%	-3%	2	-7%	-7%	4%	5%
CSCC[C@H](NC(=O)[C@@H]1Cc2ccccc2CN1)C(=O)NC(C)c1ccccc1 (stereo not given in full)	-0.6	-26%	1%	-4	9%	-7%	-5%	-8%
CCC(Oc1ccccc1)C(=O)N1CCN(C(=O)C(CC)Oc2ccccc2)CC1 (stereo not given)	-2.7	-3%	0%	nt	9%	-4%	-3%	3%
Cn1c(SCc2c(Cl)cccc2Cl)nc(C(F)(F)F)cc1=O	-1.4	-7%	3%	nt	23%	-1%	7%	-1%
O=C(COc1ccc2c3c(c(=O)oc2c1)CCC3)Nc1ccc(CN2CCOCC2)cc1	0.9	2%	3%	-3	18%	1%	5%	-7%
N#Cc1nc(Cc2cccc3ccccc23)oc1NCc1ccco1	0.3	-5%	1%	nt	-2%	-9%	17%	-6%
